Source: PubChem (several laboratories)
M1AAP inhibition: P. falciparum M1AAP inhibitors, biochemical, fluorogenic H-Leu-NHMec substrate, 1536-well (AID 1445) | inhibition, % at 30 µM, or IC50 in µM where a hit was titrated | hit rate 0.42% among 220,000 | recombinant M1AAP, H-Leu-NHMec fluorogenic kinetic assay; higher % means a stronger effect;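 active = primary inhibition above the hit cutoff, then over 50% inhibition at one or more dose response concentrations, cut at about 23% in these data, passing the limit was not always enough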;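 also: plate controls were DMSO full reaction for no effect and no enzyme background for full effect; strong numbers were not always called active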
XIAP antagonists: small molecules displacing peptide from XIAP – biochemical, IAP family, fluorescence polarization (AID 1018); displacement, % at 20 µM; hits with a dose series show IC50 in µM; hit rate 0.007% among 200,000; XIAP BIR domain, fluorescence polarization peptide displacement; higher % means a stronger effect; in the data active = displacement above about 50%; also: a part of the inactive calls stands beside numbers as strong as those of hits
LYP phosphatase: inhibitors of LYP phosphatase, biochemical, fluorescence intensity, uHTS (AID 1779). hit rate 0.054% among 290,000. recombinant LYP phosphatase, fluorescence intensity; higher % means a stronger effect. inhibition, % at 11.5 µM, or IC50 in µM where a hit was titrated;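 also: plate controls were vehicle with enzyme for no effect and no enzyme for full effect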
P. falciparum M17LAP: P. falciparum M17LAP inhibitors, primary screen, biochemical, fluorogenic H-Leu-NHMec substrate, 1536-well (AID 1619) | recombinant M17LAP, H-Leu-NHMec fluorogenic kinetic assay; higher % means a stronger effect | inhibition, % at 30 µM, or IC50 in µM where a hit was titrated | hit rate 0.38% among 220,000;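 active = compound inhibiting the enzyme by more than half at any dose during confirmatory dose-response retesting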;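 also: plate controls were full reaction with DMSO carrier for no effect and no enzyme background for full effect; strong numbers were not always called active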
AID2073: disruptors of CaV2.2 binding to Mint1 – biochemical, HTRF (AID 2073) | one-dose inhibition, % at 20 µM; IC50 in µM for titrated hits | hit rate 0.19% among 290,000 | HTRF protein-protein interaction, Mint1-CaV2.2; higher % means a stronger effect; in the data active = inhibition mostly above about 51%, no sharp cut-off; also: some results filed as inactive read as strong as hits
HEK293 NOD2/NF-kB: inhibition of NOD2-driven NF-kB reporter – cell-based, luminescence, uHTS, HEK293 (AID 1566) | HEK293 NOD2/NF-kB luciferase reporter, luminescence; higher % means a stronger effect | inhibition, % at 4 µM; hits with a dose series show EC50 in µM | hit rate 0.63% among 290,000; also: many of its hits are not listed in these tables
Hep lipid drop: modulators of hepatic lipid droplet formation | AML12 mouse hepatocytes, oleate lipid droplets, BODIPY imaging | AID 1656 | hit rate 0.4% among 240,000 | inhibition, % at 6.5 µM;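 active = lipid droplet intensity inhibited by at least 50%, with more than 500 cells counted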
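Assay system: AML12 hepatocytes (mouse); Probe or stimulus: oleic acid at 100 µM to induce lipid droplet formation; Dosing: compound at 6.5 µM only; Schedule: compound with oleate, overnight; Detection: fluorescence imaging, 20x objective, two fields per well; Measure: % inhibition of lipid droplet signal.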
SIAH1 antagonists: Siah-1 peptide-binding antagonists, primary screen, biochemical, fluorescence polarization, rhodamine-plectin, uHTS (AID 1817) | Siah-1 / rhodamine-plectin peptide fluorescence polarization; higher % means a stronger effect | one-dose displacement, % at 20 µM; IC50 in µM for titrated hits | hit rate 0.02% among 290,000;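 active = displacement of at least 50% at 20 µM, with a fluorescence ratio check between 0.3 and a set limit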;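 also: plate controls were Siah plus tracer with DMSO for no effect and tracer alone without Siah for full effect; strong numbers were not always called active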
ER stress rescue: protection against thapsigargin-triggered cell killing – 384-well, CSM14.1, ATP luminescence, primary screen (AID 1222) | 190,000 tested, under 10 active | CSM14.1 thapsigargin-induced death rescue, ATP luminescence; higher % means a stronger effect | cellular ATP content (survival), % at 20 µM, or EC50 in µM where a hit was titrated;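 active = EC50 below 50 µM in the dose-response confirmation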;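 also: death triggered by thapsigargin at about 15 µM added after 2 h compound pretreatment; cell ATP read after overnight thapsigargin exposure of roughly 18 to 22 hours; normalized against plate controls of thapsigargin alone and 5% DMSO vehicle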
Hep lipid drop cells 6.5 µM: recorded beside Hep lipid drop, whose call it bears; cell count; measured here: cell count, cytotoxicity flag;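 cells counted across two imaged fields per well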
Active calls of the source: *; · = no result given. Rule as the data show it, unless noted: active = inhibition above about 50%; inactive = the rest. A portion of the library (hit frequency here may not be typical).

SMILES	M1AAP inhibition	XIAP antagonists	LYP phosphatase	P. falciparum M17LAP	AID2073	HEK293 NOD2/NF-kB	Hep lipid drop	Hep lipid drop cells 6.5 µM	SIAH1 antagonists	ER stress rescue
O=C(NNC(=O)C1CCCN(c2ncccn2)C1)c1ccncc1 (stereo unspecified)	2%	4.3%	-4%	-3%	7%	14%	21	705	-1%	0.3%
Cc1ccccc1-c1nsc(SCC(=O)c2ccc(Cl)cc2)n1	4%	-0.8%	-4%	1%	5%	13%	-2	674	6%	-2.5%
CC(C)(C)n1cnc2cc(NS(=O)(=O)c3ccc(Br)cc3)ccc21	1%	-6.6%	3%	9%	40%	12%	9	796	1%	-0.1%
CCOc1ccccc1NC(=O)C12CC3CC(C1)CC(c1ccc(C)cc1)(C3)C2	1%	1.6%	0%	-9%	0%	19%	·	·	1%	0.3%
COc1ccc(NC(=O)CN2CCN(CC(=O)Nc3ccc(F)cc3)CC2)cc1Cl	·	·	-6%	·	38%	8%	-4	804	11%	·
COCCCNC1CS(=O)(=O)CC1O (stereo unspecified)	0%	·	-10%	-4%	11%	11%	24	730	3%	·
Cc1ccc(NC(=S)N(Cc2cccs2)Cc2cc3cccc(C)c3[nH]c2=O)cc1	-3%	1.9%	-1%	13%	2%	-20%	-14	644	0%	1.2%
Cc1ccccc1NC(=O)COC(=O)/C=C/c1cn(-c2ccccc2)nc1-c1cccnc1	3%	-11%	-2%	11%	7%	28%	-19	648	0%	0.8%
CC(C)(C)S(=O)(=O)c1cnc2c(-c3ccc(F)cc3)cnn2c1N	2%	0.5%	-6%	-3%	1%	-13%	·	·	2%	-0.9%
Cc1ccc(-c2ccnc(-c3ccc(O)cc3)n2)cc1	7%	-7.0%	-6%	9%	9%	-28%	13	676	-5%	-1.2%
O=C(NCc1ccc(Cl)cc1)C1CCC(CNc2c(N3CCCCC3)c(=O)c2=O)CC1 (stereo unspecified)	1%	-6.1%	-4%	17%	0%	-8%	6	714	11%	-2.8%
O=C1CC(Nc2cc(=O)[nH]c(=O)[nH]2)C(=O)N1c1ccccc1Cl (stereo unspecified)	2%	·	-6%	1%	0%	13%	·	·	1%	·
c1cc2c(cn1)cnc1cscc12	2%	-5.9%	-6%	-18%	1%	7%	14	737	-6%	-2.7%
CCC(c1nnnn1Cc1ccc(F)cc1)N(CCCO)Cc1cc2cc3c(cc2[nH]c1=O)OCO3 (stereo unspecified)	17%	-7.1%	-5%	-19%	3%	22%	·	·	2%	-1.0%
COc1ccc2sc(NC(C)=O)nc2c1	1%	-9.2%	-10%	-3%	-3%	-82%	4	815	5%	-3.0%
CCS(=O)(=O)c1nc(S(=O)(=O)c2ccc(C)cc2)c(N2CCC(C)CC2)s1	·	·	-4%	·	7%	8%	-5	736	1%	·
C=CCn1c(=NC(=O)C2CCCCC2)sc2cc(NC(C)=O)ccc21	5%	-3.4%	-9%	2%	43%	15%	-6	602	3%	-0.1%
COc1ccccc1NS(=O)(=O)c1cccc(C(=O)N/N=C(\C)c2ccc(-n3ccnc3)cc2)c1	10%	-1.8%	-2%	1%	-2%	30%	-91	355	-2%	0.2%
COCCNC(=O)c1ccc(CN2CCc3ccccc3C2)cc1	2%	-8.1%	-6%	-13%	-2%	0%	1	676	2%	-1.6%
O=S(=O)(CC(CN1CCOCC1)N1CCOCC1)c1ccccc1 (stereo unspecified)	7%	-5.0%	-12%	2%	2%	0%	3	697	-1%	1.7%
Cc1cc(S(=O)(=O)N(Cc2ccccc2F)C2CC2)ccc1-n1cnnn1	6%	-3.2%	-6%	0%	-10%	7%	-3	716	-2%	0.2%
CCC(=O)c1ccc(O)c(CC=C(C)C)c1	8%	-15%	-4%	3%	13%	55%*	·	·	-2%	-2.3%
COc1ccc(CNC(=O)CNC(=O)c2cccs2)c(OC)c1	·	·	3%	·	0%	-6%	6	729	1%	·
NNC(=O)CNC(c1ccccc1)c1cc(Br)ccc1NC(=O)c1ccccc1Br (stereo unspecified)	13%	-5.1%	0%	7%	24%	17%	·	·	-2%	-0.2%
O=P(c1cccs1)(c1cccs1)c1cccs1	1%	-3.0%	0%	0%	-7%	7%	·	·	1%	1.7%
COc1cc(C(=O)OCC(=O)NC2CCS(=O)(=O)C2)ccc1OCc1c(C)noc1C (stereo unspecified)	5%	-6.8%	-5%	5%	-2%	-4%	6	724	0%	-3.7%
CCn1c(N2CCN(CC(=O)c3ccc(OC)cc3)CC2)nc2ccccc21	6%	-4.4%	0%	12%	-1%	7%	·	·	6%	-0.1%
NC(=O)c1cccc(N=Cc2cc(Cl)cc(Cl)c2O)c1	-3%	-5.6%	-11%	-5%	21%	6%	5	650	-8%	-0.4%
COc1ccc(OC)c(CC(=O)NC(c2ccccc2)c2ccccc2)c1	·	·	-4%	·	5%	3%	·	·	-1%	·
CCOC(=O)c1sc(N)c(C#N)c1CSc1nc2ccc(OCC)cc2[nH]1	3%	-2.7%	-4%	13%	-8%	14%	·	·	4%	1.1%
CCOC(=O)c1ccccc1CN1C(=O)c2ccccc2S1(=O)=O	·	·	-11%	·	13%	-35%	·	·	2%	·
CCOC(=O)Cc1csc(NC(NC(=O)CC)(C(F)(F)F)C(F)(F)F)n1	5%	-4.8%	-8%	-5%	-1%	-1%	·	·	-2%	2.0%
O=C(COC(=O)c1ccc(=O)n(Cc2ccccc2)n1)Nc1ccc2c(c1)OCCO2	-2%	-6.9%	0%	8%	1%	11%	-10	739	-1%	-1.4%
CCn1nnc(C(=O)O)c1C(=O)O	6%	-2.0%	2%	-2%	-1%	7%	1	533	3%	-1.9%
COc1cc(NC(=O)c2cnc(NCc3ccccc3)nc2C)cc(OC)c1OC	·	·	-8%	·	-7%	42%	-2	840	0%	·
CCC1CCc2c(n(C)c3ccccc3c2=O)O1 (stereo unspecified)	-2%	-3.3%	-5%	4%	-2%	15%	16	732	-2%	-2.2%
Cc1ccc(NS(=O)(=O)c2cc(C(=O)N3CCCC3)ccc2C)cc1C	0%	-1.3%	-3%	1%	3%	17%	-10	671	4%	1.8%
O=C(CCCn1c(=O)[nH]c2cc(Cl)ccc2c1=O)NCC1CCCO1 (stereo unspecified)	4%	0.8%	-4%	9%	18%	12%	15	771	6%	-1.4%
COc1ccc(Nc2nccc3c2nnn3C)cc1	5%	-1.6%	-6%	6%	2%	-49%	·	·	3%	-1.3%
CC(C)C(O)(C(=O)NNc1ccccc1)C(C)C	1%	·	-9%	8%	-7%	21%	0	777	3%	·

Quoted from above (4 entries):
SMILES	M1AAP inhibition	XIAP antagonists	LYP phosphatase	P. falciparum M17LAP	AID2073	HEK293 NOD2/NF-kB	Hep lipid drop	Hep lipid drop cells 6.5 µM	SIAH1 antagonists	ER stress rescue
CCC1CCc2c(n(C)c3ccccc3c2=O)O1 (stereo unspecified)	-2%	-3.3%	-5%	4%	-2%	15%	16	732	-2%	-2.2%
Cc1ccc(NS(=O)(=O)c2cc(C(=O)N3CCCC3)ccc2C)cc1C	0%	-1.3%	-3%	1%	3%	17%	-10	671	4%	1.8%
O=C(CCCn1c(=O)[nH]c2cc(Cl)ccc2c1=O)NCC1CCCO1 (stereo unspecified)	4%	0.8%	-4%	9%	18%	12%	15	771	6%	-1.4%
COc1ccc(Nc2nccc3c2nnn3C)cc1	5%	-1.6%	-6%	6%	2%	-49%	·	·	3%	-1.3%

One compound at a time, as listed above. Order of screens: M1AAP inhibition | XIAP antagonists | LYP phosphatase | P. falciparum M17LAP | AID2073 | HEK293 NOD2/NF-kB | Hep lipid drop | Hep lipid drop cells 6.5 µM | SIAH1 antagonists | ER stress rescue
Cc1ccccc1NC(=O)COC(=O)/C=C/c1cn(-c2ccccc2)nc1-c1cccnc1 is listed as 3% | -11% | -2% | 11% | 7% | 28% | -19 | 648 | 0% | 0.8%
Cc1ccc(NS(=O)(=O)c2cc(C(=O)N3CCCC3)ccc2C)cc1C is listed as 0% | -1.3% | -3% | 1% | 3% | 17% | -10 | 671 | 4% | 1.8%
CCOC(=O)c1sc(N)c(C#N)c1CSc1nc2ccc(OCC)cc2[nH]1 is listed as 3% | -2.7% | -4% | 13% | -8% | 14% | · | · | 4% | 1.1%
Cc1ccc(NC(=S)N(Cc2cccs2)Cc2cc3cccc(C)c3[nH]c2=O)cc1 is listed as -3% | 1.9% | -1% | 13% | 2% | -20% | -14 | 644 | 0% | 1.2%
CCS(=O)(=O)c1nc(S(=O)(=O)c2ccc(C)cc2)c(N2CCC(C)CC2)s1 is listed as · | · | -4% | · | 7% | 8% | -5 | 736 | 1% | ·

Carrying on:
SMILES	M1AAP inhibition	XIAP antagonists	LYP phosphatase	P. falciparum M17LAP	AID2073	HEK293 NOD2/NF-kB	Hep lipid drop	Hep lipid drop cells 6.5 µM	SIAH1 antagonists	ER stress rescue
O=C(CC1C(=O)NCCN1Cc1ccc(Cl)c(F)c1)NCC1CCOCC1 (stereo unspecified)	0%	·	-4%	-4%	0%	-8%	-8	618	-4%	·
COC(=O)c1[nH]c2ccc(C)cc2c1NC(=O)C(C)N1CCN(C2CCCCC2)CC1 (stereo unspecified)	1%	-4.2%	-8%	-1%	0%	-24%	·	·	-1%	3.6%
CCOC(=O)N1CCN(c2c(N3CCN(c4ccccc4F)CC3)c(=O)c2=O)CC1	3%	·	-1%	11%	8%	2%	-11	679	15%	·
CN(C)c1ccc(-c2nc3ccccc3c(=O)[nH]2)cc1	9%	·	-1%	2%	2%	-57%	6	713	10%	·
Cc1ccc(-c2nnc(-n3nnc4ccccc43)c3ccccc23)cc1	5%	-6.5%	-5%	21%	1%	-10%	·	·	4%	-2.8%
CCN(CC)c1ncnc2sc(C(=O)N3CCN(c4ccc(OC)cc4)CC3)c(C)c12	8%	-0.1%	4%	-1%	5%	12%	-18	664	4%	·
O=C(/C(N=Nc1cccc(C(F)(F)F)c1)=C(/O)c1cccs1)C(F)(F)F	9%	·	5%	-1%	-4%	21%	-15	594	3%	·
O=c1cc(CO)oc(CN2CCN(c3ccccc3)CC2)c1O	5%	-0.9%	0%	0%	-2%	9%	·	·	6%	-0.6%
c1ccc(Nc2ncnc3sccc23)cc1	·	·	-5%	·	9%	7%	22	806	3%	·
C[C@@H]1C=CC(=O)O[C@@H]1c1ccc(C(F)(F)F)cc1	·	·	-11%	·	9%	-53%	24	657	0%	·
O=C(COC(=O)c1cccc(S(=O)(=O)N2CCc3ccccc32)c1)Nc1ncc(C(F)(F)F)cc1Cl	-3%	-9.3%	5%	-2%	12%	15%	-1	636	6%	-1.8%
COc1ccc(C(=O)Nc2ccccc2C(=O)Nc2ccccc2C(=O)O)cc1	·	·	-6%	·	21%	-38%	0	737	5%	·
CCOC(=O)C1=C(C)Nc2nc3ccccc3n2C1c1cccs1 (stereo unspecified)	-3%	0.9%	-9%	1%	8%	13%	0	636	1%	1.6%
O=C(O)C1CCCCC1C(=O)NCc1ccccc1 (stereo unspecified)	-1%	-4.9%	-10%	6%	-3%	5%	-8	746	1%	-1.2%
